CHRM5 agonist – human M5 muscarinic receptor agonists, primary screen, CHO-K1 cells, Fluo-8 calcium fluorescence; Muscarinic acetylcholine receptor M5 (Homo sapiens), P08912; CHO-K1 hM5 cells; 0% DMSO wells, 100% maximal acetylcholine response; activation, % at 3 µM; 360,000 compounds, 0.19% hits; AID 624037, 2012;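 active = activation above the run's mean over test compounds plus 3 SD, cut at about 23% in these data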;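 also: signal is peak over basal fluorescence ratio across the kinetic read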
CHRM4 antagonist – human M4 muscarinic receptor antagonists, primary screen, CHO cells, Fluo-8 calcium fluorescence; 360,000 compounds, 0.73% hits; CHO-hM4 cells, ACh EC80; inhibition, % at 3 µM;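 active = inhibition above its plate's cutoff, the mean inhibition of sample wells plus 3 SD, cut at about 27% in these data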;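 also: 0% = acetylcholine EC80 with DMSO and 100% = DMSO without agonist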
Target sequence (P08173 whole entry, looked up): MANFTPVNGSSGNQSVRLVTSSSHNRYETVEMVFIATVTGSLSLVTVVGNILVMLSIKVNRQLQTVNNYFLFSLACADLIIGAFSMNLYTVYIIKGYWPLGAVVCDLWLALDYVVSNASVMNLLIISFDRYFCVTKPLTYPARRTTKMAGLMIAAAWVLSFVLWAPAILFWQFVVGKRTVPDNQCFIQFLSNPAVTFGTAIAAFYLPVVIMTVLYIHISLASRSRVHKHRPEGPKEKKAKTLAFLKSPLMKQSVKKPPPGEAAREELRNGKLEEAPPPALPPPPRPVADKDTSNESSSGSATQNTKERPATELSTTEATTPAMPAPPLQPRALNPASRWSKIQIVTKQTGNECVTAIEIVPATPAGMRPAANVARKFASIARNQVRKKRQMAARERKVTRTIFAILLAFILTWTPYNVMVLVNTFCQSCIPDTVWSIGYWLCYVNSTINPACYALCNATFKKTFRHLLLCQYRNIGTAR
CHRM4 PAM – human M4 muscarinic receptor positive allosteric modulators, primary screen, CHO-K1 cells, Fluo-8 calcium fluorescence; CHO-K1 hM4/Gqi5, ACh EC20; 0% = ACh EC20, 100% = maximal ACh; activation, % at 3 µM; 360,000 compounds, 0.4% hits; AID 624126, 2012;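 active = activation above its plate's cutoff, the mean activation of sample wells plus 3 SD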; also: some results filed as inactive read as strong as hits
M4 ag – human M4 muscarinic receptor agonists, primary screen, CHO-K1 cells, Fluo-8 calcium fluorescence; 360,000 compounds, 0.14% hits; activation, % at 3 µM; CHO-K1 hM4/Gqi5; vehicle 0%, full acetylcholine response 100%; AID 624127, 2012; Muscarinic acetylcholine receptor M4 (Homo sapiens), P08173;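 active = activation above the run mean over all test wells plus 3 SD, cut at about 32% in these data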;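 also: peak over basal fluorescence ratio per well then scaled between controls; 0% = DMSO wells and 100% = acetylcholine at EC100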
M1 PAM – human M1 muscarinic receptor positive allosteric modulators, primary screen, CHO-K1 cells, Fluo-8 calcium fluorescence, 1536-well | CHO-K1 hM1, ACh EC20; 0% = ACh EC20, 100% = maximal ACh | activation, % at 3 µM | 360,000 compounds, 0.088% hits | AID 588819, 2011; in the data active = activation above about 19%, passing the limit was not always enough
Target sequence (P11229 whole entry, looked up): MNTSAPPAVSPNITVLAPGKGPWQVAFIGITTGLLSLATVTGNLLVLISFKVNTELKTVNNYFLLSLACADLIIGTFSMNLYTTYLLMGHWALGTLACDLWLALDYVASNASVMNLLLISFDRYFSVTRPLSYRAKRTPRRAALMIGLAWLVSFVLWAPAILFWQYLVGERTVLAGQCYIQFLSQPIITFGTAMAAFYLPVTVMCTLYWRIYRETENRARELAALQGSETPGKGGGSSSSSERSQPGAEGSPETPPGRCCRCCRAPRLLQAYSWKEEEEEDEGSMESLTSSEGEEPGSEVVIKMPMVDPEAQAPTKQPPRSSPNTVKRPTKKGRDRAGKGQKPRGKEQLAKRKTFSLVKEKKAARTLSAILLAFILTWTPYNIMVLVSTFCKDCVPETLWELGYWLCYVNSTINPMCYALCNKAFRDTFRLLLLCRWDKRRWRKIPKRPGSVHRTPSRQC
CHRM5 antagonist – human M5 muscarinic receptor antagonists, primary screen, CHO cells, Fluo-8 calcium fluorescence. CHO-hM5 cells, ACh EC80. inhibition, % at 3 µM. 360,000 compounds, 0.59% hits. AID 624040, 2012;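 active = inhibition above a per-plate cutoff, the mean of that plate's test compounds plus 3 SD, cut at about 27% in these data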;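 also: 0% = acetylcholine EC80 with DMSO and 100% = DMSO without agonist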
CRFBP-R2 agonist – agonists of CRF-BP/CRF-R2 complex, primary screen, cell-based, HEK293, calcium dye fluorescence, uHTS. CRF-binding protein / CRF receptor 2 complex (human). calcium dye fluorescence (FLIPR); percent of saturating CRF peptide response. activation, % at 13.2 µM. 350,000 compounds, 0.46% hits. AID 588473, 2011;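 active = activation of at least 50%, plus an integration ratio under a set limit after plate pattern correction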;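 also: plate controls were neutral control wells without compound for no effect and CRF at EC100 for full effect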
CRFR2-BP antag – antagonists of CRF-BP/CRF-R2 complex, primary screen, cell-based, HEK293, calcium dye fluorescence, uHTS | CRF-induced calcium fluorescence | inhibition, % at 11.8 µM | 350,000 compounds, 0.59% hits | AID 588475, 2011;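 active = inhibition of the ligand-induced calcium signal above about 50% at the single tested concentration, limit read from the data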
M5 PAM – human M5 muscarinic receptor positive allosteric modulators, primary screen, CHO-K1 cells, Fluo-8 calcium fluorescence | 360,000 compounds, 0.3% hits | activation, % at 3 µM | CHO-K1 hM5, ACh EC20 PAM; 0% = ACh EC20, 100% = ACh EC100;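 active = activation above the run cutoff, the mean activation of all test compounds plus 3 SD, cut at about 18% in these data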
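Assay system: CHO-K1 hM5 cells / Incubation: Fluo-8 loading 80 min at 37 °C plus 30 min room temperature / Technique: Fluo-8 calcium dye fluorescence, kinetic read / Repeats: single replicate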
Active calls of the source: *; . = no result given.

Start of the data: the first 5 compounds, ahead of the listing:
SMILES	CHRM5 agonist	CHRM4 antagonist	CHRM4 PAM	M4 ag	M1 PAM	CHRM5 antagonist	CRFBP-R2 agonist	CRFR2-BP antag	M5 PAM
CN(C)S(=O)(=O)c1cccc(C(=O)N2CCN(Cc3ccccc3)CC2)c1	-1	-1	2	2	7	5	-0.1	-13	-9
Cc1ccc(Sc2ccc(C(=O)N3CCOCC3)cc2[N+](=O)[O-])cc1	2	16	-13	21	-6	11	0.8	-10	-8
O=C(NCCNC(=O)c1cc(Cl)ccc1Cl)c1ccccn1	-1	-21	4	1	3	0	1.0	0	17
Cc1oc2c(C)c3oc(=O)c(CC(=O)N[C@@H](CC(C)C)C(=O)N[C@@H](Cc4ccccc4)C(=O)O)c(C)c3cc2c1C	1	-10	2	0	4	7	0.1	-3	-2
O=C1CCCCC1Nc1ccc2ccccc2c1 (stereo not drawn)	2	-17	9	4	21	3	-1.9	2	4

Results, repeating the preview:
SMILES	CHRM5 agonist	CHRM4 antagonist	CHRM4 PAM	M4 ag	M1 PAM	CHRM5 antagonist	CRFBP-R2 agonist	CRFR2-BP antag	M5 PAM
CN(C)S(=O)(=O)c1cccc(C(=O)N2CCN(Cc3ccccc3)CC2)c1	-1	-1	2	2	7	5	-0.1	-13	-9
Cc1ccc(Sc2ccc(C(=O)N3CCOCC3)cc2[N+](=O)[O-])cc1	2	16	-13	21	-6	11	0.8	-10	-8
O=C(NCCNC(=O)c1cc(Cl)ccc1Cl)c1ccccn1	-1	-21	4	1	3	0	1.0	0	17
Cc1oc2c(C)c3oc(=O)c(CC(=O)N[C@@H](CC(C)C)C(=O)N[C@@H](Cc4ccccc4)C(=O)O)c(C)c3cc2c1C	1	-10	2	0	4	7	0.1	-3	-2
O=C1CCCCC1Nc1ccc2ccccc2c1 (stereo not drawn)	2	-17	9	4	21	3	-1.9	2	4
OC(c1ccc(F)cc1)c1ncc(-c2ccc3ccccc3c2)[nH]1 (stereo not drawn)	0	-4	6	17	-5	3	.	.	-3
COc1cc(OC)c2c(=O)cc(-c3cccnc3)oc2c1	-1	-10	1	3	16	5	0.5	-11	-4
Fc1ccc(OCc2nc(-c3ccncc3)n[nH]2)cc1	2	1	1	2	-6	-7	-0.1	-14	2
Nc1nc(SCC(=O)N2CCCC2)[nH]c(=O)c1NC(=O)c1cccs1	1	-2	4	0	1	8	0.3	10	10
CCOC(=O)C1CCCN(C(=O)COc2ccc(S(=O)(=O)N(CC)c3ccccc3)cc2)C1 (stereo not drawn)	-1	-4	-6	1	-5	4	-3.0	14	2
O=C(NC(=S)N(CCO)Cc1ccccc1)c1ccc(S(=O)(=O)N2CCCC2)cc1	-2	0	8	2	13	5	-0.6	-27	0
COc1cc(C(=O)OCC2CC(c3ccccc3)=NO2)cc(OC)c1OC (stereo not drawn)	-2	-13	1	5	5	1	-2.8	-9	1
O=[N+]([O-])c1cc(S(=O)(=O)C(F)(F)F)ccc1NCC1CCCO1 (stereo not drawn)	1	-12	-5	10	-7	-2	5.2	9	-1
CCN1CCN(C(=O)C(=O)c2cn(CC(=O)N(CC)CC)c3ccccc23)CC1	-4	2	6	2	6	4	4.2	21	1
O=C(O)c1ccccc1SCc1csc(-c2ccccc2)n1	1	-1	10	0	14	-4	1.0	-6	4
COc1ccc(OCCC(=O)OCC(=O)c2ccc[nH]2)cc1	-1	7	5	2	9	5	-2.0	22	4
CCC(=O)Nc1ccc(C(=O)CSc2nnc(-c3cccnc3)o2)cc1	-2	2	13	3	0	-2	-0.7	11	4
CCN(CC(=O)Nc1ccc(N2CCOCC2)cc1)CC(=O)NC(C)(C)C	2	1	-5	0	7	-2	1.0	-14	3
O=C1[C@H]2[C@@H](c3ccccc3)N[C@]3(CCCN(Cc4ccco4)C3=O)[C@H]2C(=O)N1Cc1ccccc1	0	-11	2	1	1	-1	0.1	9	1
CCC(C)(C)n1nnnc1C(c1ccc(N(C)C)cc1)N1CCN(C2CCCCC2)CC1 (stereo not drawn)	-7	-7	8	0	3	7	-2.5	4	3
COc1ccc(NC(=O)C23CC4CC(C2)CC(n2cnc(Br)n2)(C4)C3)c(OC)c1	-7	-7	10	1	3	-8	-2.1	11	-8
CCN(CC)C(=O)Oc1ccccc1NC(C)=O	-1	1	3	0	7	0	0.5	12	3
CCOc1ccc(-n2c(Cc3cc(=O)[nH]c(=O)[nH]3)nnc2SCC)cc1	-1	2	-1	0	-3	-1	0.3	8	-1
Cc1ccc(S(=O)(=O)NC(=O)Nc2nc(-c3ccc(F)c(F)c3)cs2)cc1	1	1	-2	0	2	8	-0.7	3	6
Cc1ccc2c(Cl)c(C(=O)NCc3cccnc3)sc2c1	-1	4	-5	4	2	-2	-1.2	22	1
C#CC(C)(C)NC(=O)c1sccc1Oc1ccc(F)cc1[N+](=O)[O-]	-7	0	-3	2	2	-4	0.4	-18	12
N#Cc1ccccc1CSc1nnc(Cc2ccccc2)o1	-4	-7	4	1	14	-1	0.5	4	-1
CCCNC(=O)CS(=O)(=O)c1ccccc1	4	-6	5	1	3	11	-1.5	3	-8
COc1ccc2cc(C(=O)C3CCCN(Cc4cnc(C)s4)C3)ccc2c1 (stereo not drawn)	-7	5	-9	6	-4	6	-2.1	-50	-10
O=C(O)CN1CCCCCC1=O	-2	-8	1	0	6	7	0.9	21	7
Cc1ccc(CNCc2cccnc2)cc1	-8	0	-5	0	-3	-7	-0.5	0	-5
O=C(NNC(=O)c1ccccc1[N+](=O)[O-])Nc1ccccc1C(F)(F)F	0	-6	-5	0	9	-1	-0.2	0	9
CC1CCCN(C(=O)CSc2nnc(-c3cccnc3)n2C2CCCCC2)C1 (stereo not drawn)	-2	-14	2	6	7	5	-1.2	-23	0
Cc1ccc(CNC(=S)NC2CCC(C(C)(C)C)CC2)cc1 (stereo not drawn)	-4	4	-9	4	-3	1	0.3	-10	-6
Cc1noc(C)c1C(=O)OCC(=O)c1cc(C)n(Cc2ccccc2Cl)c1C	-3	10	-12	2	-12	18	1.3	17	-10
COc1ncnc2c1ncn2CCCNCc1ccccc1	0	-11	6	1	5	-11	-0.4	5	5
CCOC(=O)c1cc(-c2ccccc2C)nn1Cc1cc(C)no1	2	1	3	-1	-3	12	-1.6	7	-6
COc1cc(N2N=C(c3ccccc3)CC2c2ccccc2)c(C=O)cc1C=O (stereo not drawn)	2	-4	-6	1	16	1	3.8	-2	-9
COC(=O)Cn1c(O)c(N=NC(=O)CNC(=O)c2ccc3c(c2)OCCO3)c2ccccc21	-9	-1	2	3	2	-1	-1.6	6	11
O=C(CSc1ccccc1F)NCCCN1CCCC1=O	4	-27	18	2	21	-6	-0.1	1	2
CCOC(=O)CN(c1cc([N+](=O)[O-])ccc1OC)S(C)(=O)=O	-4	6	2	1	0	-3	-3.7	29	-3
NC(=O)c1cc(Cl)ccc1OCC(=O)Nc1ccc2c(c1)OCO2	3	0	-2	3	13	-1	-0.3	7	3
CC(=O)Nc1ccc(S(=O)(=O)NCCC(=O)OCC(=O)c2ccc(Br)cc2)cc1	5	2	-3	13	-8	18	-0.7	-8	-8
Cc1cccc(N/C=C/c2onc(C)c2[N+](=O)[O-])c1	0	4	18	1	17	0	0.2	1	-6
CCC(=O)Nc1ccc(C(=O)CSc2nnc(-c3ccc(NS(=O)(=O)CC)cc3)o2)cc1OC	7	14	8	2	14	-16	1.5	6	14
CSc1ccccc1OCc1cc(C(=O)NCc2cnc(C)cn2)no1	1	1	-1	1	8	-20	-0.1	-6	9
CCOC(=O)/C(C#N)=C/c1c(Oc2cccc(C)c2)nc2c(C)cccn2c1=O	-1	-1	-2	1	6	-4	0.0	-23	2
Cc1c(C)n(C)c2ccc(C(=O)Nc3cccc4ccccc34)cc12	-5	-2	-3	2	-1	2	-1.6	2	-4
[O-][N+]12CC[N+]([O-])(CC1)c1ccccc12	-2	0	2	1	0	-6	-0.1	-2	3
Cc1onc(-c2ccccc2)c1CNS(=O)(=O)c1ccccc1	-2	-8	1	2	4	5	-2.8	11	1
c1ccc(-c2cc3c(N4CCCCC4)ncnc3s2)cc1	-1	-3	1	0	6	2	-1.0	-41	-2
Cc1cccc(OCc2nnc(SCC(=O)N3CCN(C(=O)c4ccco4)CC3)n2C)c1C	-7	4	3	-1	3	13	0.8	-3	-5
Cc1ccc(Cl)cc1NC(=O)COC(=O)CCN1C(=O)C2CC=CCC2C1=O (stereo not drawn)	-3	6	0	0	1	14	-3.1	10	-6
CCOc1ncccc1C(=O)OCC(=O)N(CC(C)C)c1c(N)n(Cc2ccccc2)c(=O)[nH]c1=O	1	7	-2	0	-1	2	-1.0	-6	0
CC(NC(=O)C1CCC(CNc2c(N3CCCCC3)c(=O)c2=O)CC1)c1ccccc1 (stereo not drawn)	5	5	1	1	21	1	0.7	3	7
CC(C)n1cnc2c(Nc3ccc(C(=O)O)cc3)nc(Cl)nc21	2	11	0	1	2	3	0.2	-7	18
CC(C1CC2CCC1C2)n1c(-c2cccs2)n[nH]c1=S (stereo not drawn)	-13	0	9	-2	6	-7	0.7	-28	5
CCCCNC(=O)/C=C1\Sc2ccccc2NC1=O	-2	5	-3	2	10	-3	-5.7	-7	-2
COc1cccc(NC(=O)c2ccccc2N2C(=O)C3C4C=CC(C5CC45)C3C2=O)c1 (stereo not drawn)	2	-1	2	8	10	7	-1.9	-4	1
CC1CCN(C(=O)COC(=O)C2CCN(S(=O)(=O)c3ccc4c(c3)OCCO4)CC2)CC1	-4	-16	2	2	0	-2	0.0	5	0

3 compounds from above, arranged by the value under CHRM4 antagonist, rising.
SMILES	CHRM5 agonist	CHRM4 antagonist	CHRM4 PAM	M4 ag	M1 PAM	CHRM5 antagonist	CRFBP-R2 agonist	CRFR2-BP antag	M5 PAM
CN(C)S(=O)(=O)c1cccc(C(=O)N2CCN(Cc3ccccc3)CC2)c1	-1	-1	2	2	7	5	-0.1	-13	-9
CCC(=O)Nc1ccc(C(=O)CSc2nnc(-c3cccnc3)o2)cc1	-2	2	13	3	0	-2	-0.7	11	4
Cc1ccc(CNC(=S)NC2CCC(C(C)(C)C)CC2)cc1 (stereo not drawn)	-4	4	-9	4	-3	1	0.3	-10	-6

Later entries:
SMILES	CHRM5 agonist	CHRM4 antagonist	CHRM4 PAM	M4 ag	M1 PAM	CHRM5 antagonist	CRFBP-R2 agonist	CRFR2-BP antag	M5 PAM
COc1ccc(-c2cnc(SCC(=O)Nc3nc(C(C)(C)C)cs3)n2Cc2ccco2)cc1	-2	-4	-1	-1	-3	-2	1.4	5	-2
COc1ccc(CNC(=O)Nc2cccs2)cc1OC	-1	6	1	0	13	0	-0.2	62*	0
CC(C)(C#N)NC(=O)c1ccco1	-2	-7	2	1	2	-3	-1.8	-30	8
N#Cc1c(Nc2ccccc2)c(/C=N/N=C/c2ccccc2)c[nH]c1=O	-3	-7	23	1	9	-6	1.0	-16	3
CC(C)=CCC/C(C)=C/COc1ccc2ccc(=O)oc2c1	-3	-16	1	-1	6	-6	0.8	5	4
CC(=O)c1cccc(Nc2nc(-c3sc(C)nc3C)cs2)c1	-6	-3	-4	10	-2	1	-3.6	-10	-2
COc1ccccc1/C=C/C(=O)NCC(=O)N/N=C/c1ccccc1	-2	9	19	3	2	8	0.3	-8	2
Cc1ccc(S(=O)(=O)N2CCCCC2)cc1NC(=O)COC(=O)c1c(F)cccc1F	-2	-6	-6	9	7	2	0.0	-1	-1

Compound activity: PubChem BioAssay, several laboratories
